From PubChem
CAL PDZ FP-1 – CAL PDZ peptide-binding inhibitors, primary screen, biochemical, fluorescence polarization, Cer-tagged CAL PDZ, HTS; Golgi-associated PDZ and coiled-coil motif-containing protein (Homo sapiens), Q9HD26; purified CAL PDZ, TMR-peptide fluorescence polarization, 1 h; inhibition, % at 20 µM; 0.02% of 330,000 active; AID 504414, 2011;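 active means highest replicate inhibition of at least 40%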;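 further: plate controls were DMSO neutral control wells for no effect and unlabeled competitor peptide control wells for full effect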
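Assay system – tagged CAL PDZ protein CerCALP, purified · Timing – 1 h at RT · Compound – single point, 20 µM · Measured by – fluorescence polarization from S- and P-plane intensities, G-factor corrected · Evaluation – inhibition from polarization loss · Probe or stimulus – TMR reporter peptide T*-PRC34 · Buffer or medium – pH 7.4 phosphate-saline buffer, reducing agent, detergent, IgG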
LANA DNA inh – inhibitors of KSHV C-LANA binding to DNA, primary screen, biochemical, fluorescence polarization, FAM-LBS DNA, MBP-C-LANA, single point; Kaposi's sarcoma herpesvirus LANA C-terminal domain (residues 932-1162) DNA binding; inhibition, % at 9 µM; 0.078% of 340,000 active;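 active means highest replicate inhibition at or above 60% at 9 µM, even if other replicates fall short; inactive means all replicates below 60% inhibition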;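 further: 0% = neutral control wells and 100% = 4 µM acridine orange control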
V-ATPase pHluor – regulators of yeast V-ATPase proton pumping, primary screen, pHLuorin cytosolic pH fluorescence; 0.37% of 350,000 active; AID 504577, 2011; response, % at 10 µM; S. cerevisiae; in the data active means response mostly above about 7.3%, no sharp cut-off; inactive means mostly below about 5.4%; further: actives read high; inactives centre near 0; some compounds called inactive have numbers as strong as hits; reference of the scale not given here
CAL PDZ FP-2 – untagged CAL PDZ binding inhibitors, primary screen, biochemical, fluorescence polarization, HTS; inhibition, % at 24.9 µM; purified CAL PDZ, TMR-peptide fluorescence polarization, 1 h; Golgi-associated PDZ and coiled-coil motif-containing protein (Homo sapiens), Q9HD26; AID 602252, 2012; 0.92% of 300,000 active;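 active means mean inhibition of at least 30% with at least half of replicates also reaching 30%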;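 further: 0% = DMSO neutral control and 100% = excess unlabeled competitor peptide PRC23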
NSD2 HMT inh – NSD2 histone methyltransferase inhibitors, primary screen, biochemical, AlphaScreen, single concentration, set 2. Histone-lysine N-methyltransferase NSD2 (Homo sapiens), O96028. NSD2 peptide methylation, 120 min. inhibition, % at 12.5 µM. 0.54% of 310,000 active. AID 743445, 2014; in the data active means inhibition above about 50%
DAGLB inh – DAGLB lipase inhibitors, primary screen, biochemical, fluorescence, HTS | Diacylglycerol lipase-beta (Homo sapiens), Q8NCG7 | HEK293T DAGLB membrane lysate, EnzChek fluorogenic substrate | inhibition, % at 5.17 µM | 0.059% of 340,000 active | AID 504411, 2011; in the data active means inhibition above about 34%;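 further: 0% = enzyme with vehicle and 100% = wells lacking enzyme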
Target sequence (Q8NCG7 whole entry, looked up): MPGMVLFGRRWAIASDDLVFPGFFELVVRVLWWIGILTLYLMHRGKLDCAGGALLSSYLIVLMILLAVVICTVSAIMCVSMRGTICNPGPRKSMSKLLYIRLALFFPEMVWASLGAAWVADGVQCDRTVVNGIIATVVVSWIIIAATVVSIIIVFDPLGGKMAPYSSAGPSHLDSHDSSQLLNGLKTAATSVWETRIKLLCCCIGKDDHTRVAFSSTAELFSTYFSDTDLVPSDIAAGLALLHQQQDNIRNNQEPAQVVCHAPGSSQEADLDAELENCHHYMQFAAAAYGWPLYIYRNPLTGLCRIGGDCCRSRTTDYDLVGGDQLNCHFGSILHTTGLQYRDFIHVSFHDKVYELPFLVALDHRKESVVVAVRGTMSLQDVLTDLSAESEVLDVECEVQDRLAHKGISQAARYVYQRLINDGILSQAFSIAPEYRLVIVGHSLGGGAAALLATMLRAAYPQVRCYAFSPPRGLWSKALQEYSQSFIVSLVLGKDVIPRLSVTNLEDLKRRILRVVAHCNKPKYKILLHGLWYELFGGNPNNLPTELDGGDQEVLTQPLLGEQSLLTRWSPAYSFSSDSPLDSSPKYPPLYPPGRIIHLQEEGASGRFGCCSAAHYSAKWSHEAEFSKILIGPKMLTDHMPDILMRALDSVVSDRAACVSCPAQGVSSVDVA
RTF Ca sens inh – cardiac RTF calcium sensitivity inhibitors, primary screen, biochemical, IANBD-TnC fluorescence, EC70 calcium; AID 493244, 2011; 0.12% of 340,000 active; Troponin I, cardiac muscle (Homo sapiens) + Troponin T, cardiac muscle (Homo sapiens) + …; IANBD-labeled cardiac RTF, Ca2+ fluorescence; inhibition, % at 7.15 µM;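 active means inhibition above the mean inhibition of all tested compounds plus 3 SD, cut at about 17% in these data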;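 further: assay run at fixed EC70 calcium of 1.6 mM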
DSG3 Ab inh – inhibitors of pemphigus antibody binding to DSG3, primary screen, biochemical, bead-based, flow cytometry, scFv-GFP. Desmoglein-3 (Homo sapiens), P32926. DSG3-coupled beads, scFv-anti-DSG3-GFP binding; stronger effect = lower value. binding (percent of control), % at 10 µM. 0.48% of 310,000 active;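 active means binding more than 3 SD below its plate's average and above zero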;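 further: hits lower antibody fragment binding to DSG3; some compounds called inactive have numbers as strong as hits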
Arrestin-AP2 inh – inhibitors of beta-arrestin/AP2 binding, primary screen, biochemical, GPCR trafficking, flow cytometry; 0.31% of 340,000 active; FITC-arrestin peptide / GST-AP2 beads; AP2 beta2 appendage carries R879A mutation; inhibition, % at 10 µM; beta-arrestin 1 C-terminal peptide binding to AP2 beta2-adaptin appendage (human);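 active means inhibition above a set limit, near 3 SD of compounds lacking own fluorescence, cut at about 54% in these data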;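 further: plate controls were DMSO wells for no effect and 5 µM unlabelled arrestin peptide for full effect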
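System: GST-AP2 R879A glutathione beads. Medium: PBS with 0.05% Tween 20 and 0.1% BSA. Also added: FITC-arrestin peptide, 50 nM. Incubation: 12 min plus 1 h, RT. Measured by: high-throughput flow cytometry of beads, ex 488, em 535 nm. Evaluation: percent drop in bead-associated FITC signal.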
Keap1-Nrf2 PPI – Keap1-Nrf2 protein-protein interaction inhibitors, primary screen, biochemical, fluorescence polarization, single point; Keap1 Kelch-Nrf2 peptide fluorescence polarization, 1536-well; 0.15% of 340,000 active; AID 504523, 2011; inhibition, % at 9.4 µM; Kelch-like ECH-associated protein 1 (Homo sapiens), Q14145; in the data active means inhibition above about 12%;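 further: human Keap1 Kelch domain with fluorescein labeled Nrf2 9mer peptide probe; 0% = neutral control wells and 100% = peptide positive control; higher means more block of Keap1 binding to Nrf2 peptide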
* hit, by the source's call; . = not tested or not shown. This is a subset; count on the stated rates, not on these rows.

Values in the order: LANA DNA inh, CAL PDZ FP-1, Arrestin-AP2 inh, CAL PDZ FP-2, Keap1-Nrf2 PPI, RTF Ca sens inh, DSG3 Ab inh, NSD2 HMT inh, V-ATPase pHluor, DAGLB inh
CC(=O)Nc1ccc(S(=O)(=O)NC2(C(F)(F)F)NC(=O)N(Cc3ccccc3)C2=O)cc1 (stereo not given)
    1.4, 0.0, 0, ., -5, -7, ., -3, 3, 0
CC(=O)Nc1ccc(-c2nnc(SCc3ccccc3C#N)n2C)cc1
    2.1, -1.4, 0, -2, 1, 0, 106, 3, 2, 0
CC(=O)Nc1ccc(S(=O)(=O)N[C@@H](C)C(=O)OCc2cc([N+](=O)[O-])cc3c2OCOC3)cc1
    -2.0, -0.4, -1, -2, 0, -9, 93, -1, -4, -1
CC(=O)Nc1nc2cc([N+](=O)[O-])ccc2s1
    -1.4, -0.1, -3, -3, -6, -12, 106, ., -2, 2
Cc1ccc2ncccc2c1
    2.3, 0.0, 21, -6, 4, -4, 100, ., -5, 1
O=C(NCc1cccnc1)C(=O)Nc1nc2ccccc2s1
    -1.2, -3.4, 2, -2, -3, -4, 92, -1, 1, 2
Cc1noc(C)c1CSCC(=O)Nc1nc2ccc(S(C)(=O)=O)cc2s1
    -0.1, -1.3, 40, -4, 0, 1, 116, 1, 0, -2
O=C(O)c1ccccc1-c1ccccc1C(=O)Nc1ccc2oc(=O)c3ccccc3c2c1
    ., ., ., ., ., ., 106, 1, -1, 0
COc1ccc(C(N)=O)c(OCC(=O)Nc2cc(C)on2)c1
    -1.7, 0.1, -6, 39*, -4, -12, ., -3, -7, 2
O=C1S/C(=C\c2ccc(Cl)cc2)C(=O)N1CCn1cnnn1
    0.0, -1.3, -8, 0, -9, -1, 107, 0, 2, 1
O=[N+]([O-])c1ccccc1S(=O)(=O)N1CCN(Cc2ccc3c(c2)OCO3)CC1
    1.5, 0.6, 3, -1, 5, 4, 37*, 5, -1, -4
CCOc1ccc(S(=O)(=O)N(CC(=O)NCC(F)(F)F)Cc2ccco2)cc1
    1.1, -0.5, 10, 1, -2, -1, 93, -2, -2, -1
COC(=O)c1sc(S(=O)(=O)N2CCC(C(N)=O)CC2)c(C(=O)OC)c1C
    1.4, -2.4, -4, -3, -2, -6, 91, -1, -2, -2
c1ccc(COc2ncnc3c2ncn3CCCN2CCN(c3ccccn3)CC2)cc1
    -0.6, -0.7, -11, 1, -8, -4, 100, ., -1, -4
CCC(C)[C@H](NC(=O)NCc1ccco1)C(=O)OC (stereo not given in full)
    1.3, 0.1, 19, -6, -3, 5, ., 0, -2, -2
CCOC(=O)N1CCN(/C=C(\C#N)c2nc3ccccc3s2)CC1
    -1.6, -3.1, -1, 5, -11, 2, 123, 3, -3, 1
O=C(CSc1nnc(-c2c[nH]c3ccccc23)n1-c1ccc(F)cc1)NCc1ccco1
    2.0, -2.2, 5, 0, -6, -6, 123, 1, -8, 0
Cc1ccc(CNC(=O)CCCC(=O)O)cc1
    0.9, -4.2, -5, ., 3, -10, 102, 0, 1, 1
O=C(NC1CCC1)C1CCC(=O)N(Cc2ccc(Cl)cc2)C1 (stereo not given)
    ., ., ., ., ., ., 103, -5, 2, -1
O=C(CNC(=O)c1cccs1)NC1=NCCS1
    1.5, -2.2, 4, 4, 0, -5, ., ., -1, -1
CCOC(=O)c1cc(S(=O)(=O)NCc2ccco2)cn1C
    0.3, -1.8, -4, -6, -5, -5, 105, -2, 1, -1
COc1ccc(NS(=O)(=O)c2cccc(C(=O)N3CCN(c4ccccc4O)CC3)c2)cc1
    -1.2, 0.4, -3, 1, -2, -17, 93, ., 5, 4
c1ccc2[nH]c(Cn3nnc4ccccc43)nc2c1
    2.3, -0.8, 11, -3, 3, -14, 101, ., 2, -2
O=C(N/N=C/c1cc([N+](=O)[O-])ccc1O)c1cccc(NC(=O)c2cccc(Cl)c2)c1
    0.0, -2.0, 29, -2, 1, 4, 70, 5, 2, 0
Cc1c(NC(=O)C(C)OC(=O)C(NC(=O)c2ccco2)C(C)C)c(=O)n(-c2ccccc2)n1C (stereo not given)
    1.0, -1.0, -7, 2, 4, -14, 107, -1, -1, -1
Cc1ccc(NC(=O)NNC(=O)c2cc3ccccc3cc2O)cc1C
    -0.7, -0.4, -1, -3, -5, -1, ., 2, 4, 6
Cc1cc2cc(C)c3nnc(SCC(=O)N4CCN(C(=O)c5ccco5)CC4)n3c2cc1C
    -0.2, -4.1, 4, -1, -2, -13, 111, 8, -5, 0
CCOc1ccc(CCNC(=O)CN2C(=O)NC3(CCc4ccccc43)C2=O)cc1OCC (stereo not given)
    1.2, -0.4, -4, ., -4, -15, 107, 3, -5, 2
O=C1NC(=O)C2(CCCCCC2)N1
    0.0, -0.1, -4, 0, -3, -1, 117, -1, -1, 1
Cc1sc2nc(CN(Cc3cccs3)C(=O)C3CC3)[nH]c(=O)c2c1C
    -1.1, -2.5, -3, -4, -3, -2, 109, ., 0, -2
CCn1ncc(/C=N/NC(=O)c2cc(Cl)ccc2OC)c1C
    2.0, -0.9, -4, -3, 0, -9, 99, -2, 0, 2
Cc1cccc2c1NC(=O)C2(O)N1CCCC(C)C1 (stereo not given)
    0.8, -1.6, 3, ., 0, -3, 112, -1, 3, 0
COc1ccc(-c2coc3cc(O)cc(O)c3c2=O)cc1
    -1.1, -2.3, 21, -9, 3, 14, 110, ., 5, -1
COc1ccc2c(c1)OC[C@H]1[C@H]2N2C(=O)CN(Cc3ccc(F)cc3)C(=O)[C@@]2(C)[C@H]1c1ccccc1
    0.2, 0.9, 0, -4, -5, 1, 99, ., 0, -5
O=C(NC(=S)NCCC1=CCCCC1)c1cncc(Br)c1
    2.7, -0.6, 4, -2, 4, -2, 97, 1, -1, -23
CCOC(=O)C1(CCc2ccccc2)CCN(C(=O)CCn2cncn2)CC1
    1.9, -1.2, 11, -3, -3, -5, 101, 2, 0, -1
Cc1cccnc1NC(=O)c1cc2ccccc2oc1=O
    1.2, 0.1, 15, -5, -2, 2, 117, -3, -4, -2
Cc1ccc(-n2nnc(-c3nccs3)n2)cc1
    1.6, -2.8, 1, -5, -7, -8, 98, ., -4, -9
COc1ccccc1CNC(=O)CN(c1cccc([N+](=O)[O-])c1)S(C)(=O)=O
    -0.7, 0.3, -1, -5, 0, -11, 104, 1, 1, 2
CN(C)CCNc1ncnc2oc(-c3ccccc3)c(-c3ccccc3)c12
    -3.4, -2.6, -9, 17, -2, 2, 91, 51*, 2, -1
COc1ccc2c(C)nc(Nc3nc(-c4ccccc4)cc(=O)[nH]3)nc2c1
    -0.6, -2.8, -2, 8, -7, -11, 95, ., -2, -1
Cc1cc(OCCOCCN(C)C)ccc1Cl
    0.9, -2.8, 3, 5, 4, 5, 100, 1, -2, -4
CSc1cccc(CN2CCCC(CNC(=O)c3ccco3)C2)c1 (stereo not given)
    1.5, -0.8, -2, 146*, 2, -1, 121, 1, 1, 1
CCCN(CC1CC1)C(=S)NC(=O)c1ccccc1Br
    -1.5, -2.6, 5, -5, -4, 4, 116, 10, 0, -2
O=C(CSc1n[nH]c(C2CCCC2)n1)NC1CCCC1
    -0.6, ., 24, -1, 0, 6, 93, -1, -5, 0
COc1ccccc1CN(C)C(=O)c1cc(S(=O)(=O)N2CCCCCC2)ccc1OC
    ., ., ., ., ., ., 102, 0, -2, -2
COc1cc(OC)cc(-c2sc3ccc(OC)cc3c2C#CC2(N)CCCCC2)c1
    1.4, -3.2, -5, 0, -5, -8, ., ., 4, -12
CN(C)Cc1n[nH]c(=O)c2ccccc12
    0.5, -2.8, ., 0, 5, -9, 105, 12, 2, 2
Cc1ccc(C(=O)NCc2ccc3c(c2)OCO3)cc1S(=O)(=O)N1CCOCC1
    17, 0.0, 4, 2, -4, -2, 103, -2, 0, -3
COc1ccc(NC(=O)N2CCCC(CNS(=O)(=O)c3cccs3)C2)c(C)c1 (stereo not given)
    -0.9, -0.5, 8, -3, -4, -11, 103, -1, -2, 3

Carrying on:
Values in the order: LANA DNA inh, CAL PDZ FP-1, Arrestin-AP2 inh, CAL PDZ FP-2, Keap1-Nrf2 PPI, RTF Ca sens inh, DSG3 Ab inh, NSD2 HMT inh, V-ATPase pHluor, DAGLB inh
CCn1cc(C(=O)NCc2ccco2)c(=O)c2cc(F)c(N3CCN(C(=O)c4ccco4)CC3)cc21
    -2.0, -2.0, 4, -3, -5, -9, 100, 2, -2, 2
CC(=O)N1CCN(c2ccc(NC(=O)COc3ccc(Cl)cc3Cl)cc2)CC1
    -0.8, -0.3, 3, -1, 0, -2, ., -2, -3, 3
O=S(=O)(c1cc(Cl)ccc1Cl)N1CCc2ccccc21
    -2.4, -0.4, 14, 10, -6, -2, 128, 29, -4, -6
COc1cc(C)ccc1OCc1cc(C(=O)N2CCN(C)C[C@@H]2c2ccccc2)no1
    1.0, -1.7, 2, -3, -4, 0, ., ., 1, 0
CCOC(=O)c1cc([N+](=O)[O-])sc1NC(=O)CC
    -2.1, -0.3, 2, 1, -1, -8, 112, 3, 1, -2
Cc1cc(/C=N/NC(=O)c2cccc(N(C)C)c2)c(C)n1-c1cc(C(=O)O)cc(C(=O)O)c1
    26, -0.5, 21, -6, -2, 2, 99, 55*, -2, -1
Cc1c(NC(=O)Cn2nc(C(F)(F)F)c3c2CCCC3)c(=O)n(-c2ccccc2)n1C
    0.0, -0.4, 0, 2, -3, 2, 108, 0, 3, 0
NC(=O)[C@H]1CC2(CC(c3cccc(NC(=O)CC(c4ccccc4)c4ccccc4)c3)=NO2)CN1C(=O)c1ccccc1C(=O)c1ccccc1 (stereo not given in full)
    2.0, -0.8, -3, -2, -2, -10, 95, ., -1, 2
CSc1ccccc1NC(=O)c1c(Br)cnn1C
    1.4, 0.8, 32, 12, 3, -5, 111, -1, 0, -2
C/C(=N/O)c1cccc(N2Cc3ccccc3C2)c1
    0.0, ., 15, 3, 6, -9, 96, -2, 4, 0
